# Assay outcomes as filed in PubChem BioAssay.
# MT1-MMP act inh – blocks activation of human MT1-MMP | P50281 | HT1080 RFP-PRO-GFP cells, GFP/RFP ratio fluorescence, overnight; percent of plate control window, DMSO zero | GFP/RFP ratio change, % at 20 µM | actives 0.061% (n = 360,000);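 active means GFP/RFP ratio change of at least 30% with cell ATP level not reduced by more than half and red fluorescence within 50% of control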; further: strong numbers were not always called active
#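 Assay system – RFP-PRO-GFP reporter HT1080 cells · Compound dosing – single dose of 20 µM compound, 1% DMSO final · Incubation – overnight compound exposure at 37 °C · Measure – GFP/RFP fluorescence ratio · Benchmarks – DMSO wells and RFP-L50D-GFP cells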
# SKN-1 block – inhibitors of C. elegans SKN-1; C. elegans VP596 Pgst-4::GFP/RFP ratio, acrylamide-induced, 24 h; inhibition, % at 21.8 µM; actives 0.49% (n = 360,000); AID 624304;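 active means interference check ratio from 0.5 to 1.5 plus GFP to RFP signal ratio inhibition reaching or exceeding a fixed threshold, cut at about 30% in these data, passing the limit was not always enough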; further: some compounds called inactive have numbers as strong as hits
# eLon inh – inhibits E. coli Lon protease; purified E. coli Lon protease, fluorescence polarization; inhibition, % at 7.94 µM; actives 0.42% (n = 360,000); in the data active means inhibition above about 13%, passing the limit was not always enough;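 further: 0% = enzyme with probe and DMSO and 100% = no enzyme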
# MsrA act – activators of bovine methionine sulfoxide reductase A; AID 602163; purified bovine MsrA, absorbance read-out; activation, % at 10.6 µM; actives 0.3% (n = 360,000); in the data active means activation above about 7.5%;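 further: 0% = vehicle and 100% = reference activator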
# MsrA inh – inhibits bovine methionine sulfoxide reductase A; purified bovine MsrA, absorbance read-out; inhibition, % at 15.5 µM; actives 0.75% (n = 360,000); in the data active means inhibition above about 4.5%;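 further: 0% = vehicle wells with enzyme and 100% = reference inhibitor wells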
# FAS TE block – blocks the thioesterase domain of human fatty acid synthase; P49327; recombinant FAS-TE, OMFH fluorogenic substrate, fluorescence endpoint; inhibition, % at 15 µM; actives 0.67% (n = 360,000); AID 602261;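 active means compounds whose normalised, plate-corrected inhibition of enzyme fluorescence in the single-dose primary screen is 50% or more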;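 further: 0% = DMSO with enzyme and 100% = substrate without enzyme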
# Tb MetRS inh – Trypanosoma brucei MetRS inhibition. inhibition, % at 11.9 µM. purified T. brucei MetRS, ATP depletion, Kinase-Glo luminescence. actives 0.4% (n = 360,000);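 active means inhibition above a per-plate cutoff of the control wells' mean inhibition plus 3 SD, cut at about 5.5% in these data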;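 further: 0% = DMSO wells median and 100% = median of wells with control inhibitor compound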
#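 Measured by: Kinase-Glo luciferase luminescence reporting remaining unconsumed ATP. Material: purified T. brucei MetRS enzyme. Doses: 11.9 µM compound single dose, 0.9% DMSO. Medium: HEPES buffer containing pyrophosphatase, BSA, spermine, DTT. Times: 15 min preincubation, 2 h reaction, all 25 °C. Reagent: methionine, ATP and bulk E. coli tRNA.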
# CendR NRP1 mod – NRP-1/CendR interaction modulation | inhibition, % at 25 µM | FAM-RPARPAR peptide binding to NRP-1, fluorescence polarization | actives 0.85% (n = 360,000) | O14786;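 active means inhibition or corrected inhibition above about 18%, plus a signal ratio from 0.5 to 1.5, limit read from the data, passing the limit was not always enough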; further: strong numbers were not always called active
# Target sequence (O14786 whole entry, looked up): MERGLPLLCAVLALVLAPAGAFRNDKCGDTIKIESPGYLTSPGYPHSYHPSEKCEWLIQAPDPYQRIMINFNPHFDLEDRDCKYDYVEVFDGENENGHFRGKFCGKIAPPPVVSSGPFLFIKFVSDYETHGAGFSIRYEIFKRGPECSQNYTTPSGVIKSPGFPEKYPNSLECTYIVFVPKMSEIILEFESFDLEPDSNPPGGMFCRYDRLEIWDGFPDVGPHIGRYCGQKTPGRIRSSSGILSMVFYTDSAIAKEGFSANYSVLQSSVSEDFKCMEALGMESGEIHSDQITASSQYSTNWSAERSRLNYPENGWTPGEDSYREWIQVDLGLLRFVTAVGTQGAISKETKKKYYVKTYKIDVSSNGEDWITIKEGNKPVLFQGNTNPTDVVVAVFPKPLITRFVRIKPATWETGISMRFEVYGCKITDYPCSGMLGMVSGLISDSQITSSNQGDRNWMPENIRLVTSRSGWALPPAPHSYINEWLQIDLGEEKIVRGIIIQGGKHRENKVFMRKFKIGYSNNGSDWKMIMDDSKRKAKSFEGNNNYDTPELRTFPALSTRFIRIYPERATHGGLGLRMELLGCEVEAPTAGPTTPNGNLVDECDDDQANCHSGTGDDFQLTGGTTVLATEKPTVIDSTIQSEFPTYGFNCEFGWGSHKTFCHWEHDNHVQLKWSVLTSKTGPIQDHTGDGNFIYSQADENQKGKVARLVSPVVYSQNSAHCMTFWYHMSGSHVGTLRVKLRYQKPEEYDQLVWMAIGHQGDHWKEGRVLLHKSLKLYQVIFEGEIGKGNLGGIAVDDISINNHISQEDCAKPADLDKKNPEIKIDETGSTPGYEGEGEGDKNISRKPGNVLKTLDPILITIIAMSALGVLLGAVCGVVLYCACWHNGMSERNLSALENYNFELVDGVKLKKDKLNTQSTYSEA
# MLLE-PAM2 inh – blocks PAM2 peptide binding to the PABP1 MLLE domain; P11940; GST-MLLE / FITC-PAM2 fluorescence polarization; inhibition, % at 20 µM; actives 0.36% (n = 360,000); in the data active means inhibition above about 35%, passing the limit was not always enough;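 further: plate controls were DMSO wells with GST-MLLE for no effect and wells lacking GST-MLLE protein for full effect; some results filed as inactive read as strong as hits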
# Numbers without * were called inactive; / = not tested or not shown.
SMILES,MT1-MMP act inh,SKN-1 block,eLon inh,MsrA act,MsrA inh,FAS TE block,Tb MetRS inh,CendR NRP1 mod,MLLE-PAM2 inh
CCS(=O)(=O)Nc1cccc(C2=NN(S(C)(=O)=O)C(c3ccccc3)C2)c1 (stereo not given),-11,17,-30,-5,-0.4,-9,-0.1,-265,-13
O=C(O)c1ccccc1C(=O)c1ccc(Sc2ccc(Cl)cc2)c([N+](=O)[O-])c1,0,0,-13,-4,-0.1,28,0.3,-28,-9
CC(C)N(CCNCc1nnc(-c2ccccc2)o1)C(C)C,-1,0,-3,0,-0.1,-4,-0.4,-3,-5
Cc1ccc(CCNC(=O)C2CCN(S(=O)(=O)c3ccc4c(c3)CCC(=O)N4)CC2)cc1,-3,-4,-9,-1,-1.5,1,-0.2,-10,3
CC(C)(C)NCCCCOc1ccccc1F,0,-4,3,0,1.1,-6,-0.9,-7,-13
O=C(Cn1cncn1)NCc1ccccc1Br,0,-17,-2,0,-1.4,-8,-0.2,-8,10
COc1cccc(CC(=O)N(CCC2=CCCCC2)c2c(N)n(Cc3ccccc3)c(=O)[nH]c2=O)c1,-5,9,-9,-2,-1.2,3,-0.1,-2,-59
O=C(Cc1ncc(C(F)(F)F)cc1Cl)NNc1cccc(F)n1,4,-1,6,-4,-0.3,-9,-0.7,-10,4
O=C(c1cccc(N2C(=O)C3C4C=CC(C4)C3C2=O)c1)N1CCCc2ccccc21 (stereo not given),1,1,-3,-2,1.6,-6,0.3,5,7
COc1ccc(CN2CCCC(CNC(=O)c3ccc(F)cc3)C2)c(C)c1C (stereo not given),0,1,6,-1,-0.1,-8,-0.1,5,-4
CC1CCC(NC(=O)CCS(=O)(=O)c2ccc3c(c2)CC(C)N3C(=O)C2CC2)CC1 (stereo not given),1,10,-6,-1,0.7,-4,-0.4,-3,-10
CCN1CCN(C(=O)c2ccc3c(=O)n(CCc4ccccc4)c(=O)[nH]c3c2)CC1,4,14,-2,-1,/,-7,-0.1,8,-5
Cc1ccc(NC(=O)CSc2nnc3n2CCCCC3)cc1S(=O)(=O)N1CCOCC1,3,-3,-3,0,-0.5,-3,-0.2,-2,-9
CC(OC(=O)c1cc(=O)[nH]c2ccccc12)c1ccccc1 (stereo not given),6,8,7,-2,0.4,34,-0.8,5,8
COc1cccc(CNC(=O)c2nnn(CC(=O)Nc3cccc(C)c3)c2N)c1,-3,13,-2,1,0.1,-4,-0.2,10,5
COc1cc(NC(=O)CN2CCC(Cc3ccccc3)CC2)c(C)cc1[N+](=O)[O-],1,-3,-8,-2,1.4,0,-0.6,-4,9
Cc1ccc(C(=O)C2=C(O)C(=O)N(CCCN3CCOCC3)C23C(=O)N(C)c2ccccc23)o1 (stereo not given),0,1,-7,-1,10*,-6,-0.3,9,5
COc1ccc(-n2nnnc2S(=O)(=O)Cc2ccc(C(=O)O)cc2)cc1,-3,-9,1,-2,-1.4,21,-0.4,13,4
CCN(CC)S(=O)(=O)c1ccc(/C=C/C(=O)OCC(=O)NCc2ccc3c(c2)OCO3)cc1,4,-6,-4,0,0.1,6,-0.5,11,-21
CCc1cccc(C)c1NC(=O)CSc1nnc(Cc2csc(C)n2)o1,6,-22,2,-7,-1.5,-6,-0.9,2,6
O=C(Nc1ccccc1)c1ccc(CN2CCc3ccccc3C2)cc1,-2,5,2,-3,0.9,-2,-0.5,-4,12
Cc1cccc(-n2cnc3c(sc4nc(N5CCOCC5)c5c(c43)CCCC5)c2=O)c1,-11,-7,6,-3,0.0,66*,-0.9,8,-2
Cc1ccn2c(NC3CCCC3)c(-c3ccsc3)nc2c1,3,4,-8,-3,1.1,3,-0.5,-1,8
CCNC(=O)n1cc(-n2cncn2)c(-c2ccc(Cl)cc2)n1,2,-2,-6,-9,1.1,-4,-0.2,-3,7
O=C(N/N=C/c1ccncc1)NC1CCCCC1,0,-3,3,-8,0.3,-10,-0.5,-3,-2

# 3 entries from above, ordered by molecular weight, largest number first.
SMILES,MT1-MMP act inh,SKN-1 block,eLon inh,MsrA act,MsrA inh,FAS TE block,Tb MetRS inh,CendR NRP1 mod,MLLE-PAM2 inh
Cc1cccc(-n2cnc3c(sc4nc(N5CCOCC5)c5c(c43)CCCC5)c2=O)c1,-11,-7,6,-3,0.0,66*,-0.9,8,-2
O=C(c1cccc(N2C(=O)C3C4C=CC(C4)C3C2=O)c1)N1CCCc2ccccc21 (stereo not given),1,1,-3,-2,1.6,-6,0.3,5,7
CC(C)N(CCNCc1nnc(-c2ccccc2)o1)C(C)C,-1,0,-3,0,-0.1,-4,-0.4,-3,-5

# (next part)
SMILES,MT1-MMP act inh,SKN-1 block,eLon inh,MsrA act,MsrA inh,FAS TE block,Tb MetRS inh,CendR NRP1 mod,MLLE-PAM2 inh
O=C(COC(=O)/C=C/c1ccccc1Cl)NCCc1ccc(Cl)cc1Cl,-1,20,-17,-2,1.2,17,0.7,11,-15
CCOC(=O)CN(Cc1ccc(OC)c(OC)c1)S(=O)(=O)c1ccc(OC)cc1,0,10,-8,0,2.2,2,-0.4,-1,6
CC(=O)N1CCC(N(C(=O)Nc2ccc(Cl)cc2)C(C)C)CC1,-8,11,5,-2,-1.0,-2,-0.1,13,-2
CCOC(CCNC(=O)c1cn(CCOC)c(=O)c2c1c1ccccc1n2C)OCC,2,5,-3,3,1.4,-3,-0.5,-3,-6
CCNc1nc(NCC)n2c(SCC(=O)Nc3ccccc3[N+](=O)[O-])nnc2n1,-5,-9,-2,-11,-0.5,-4,-1.2,4,4
Cc1ccc(S(=O)(=O)N2CCN(c3ccc(C(F)(F)F)cc3[N+](=O)[O-])CC2)cc1,-10,5,5,-2,-0.3,30,-0.6,-4,-2
Cc1cc(=O)n2c(n1)NC(Nc1cccc(C)c1C)=NC2c1ccccc1 (stereo not given),-2,-5,-9,0,0.9,-5,0.6,-7,8
CCCCn1c(SCC(=O)Nc2cc(C)on2)nnc1-c1ccco1,-2,-7,14*,-3,1.1,-4,-0.2,7,-12
CCC(=O)NCCc1nc2cc(NC(=O)Nc3ccccc3)ccc2n1C,4,8,-7,-2,-0.3,-3,1.2,4,-3
C[C@]12CCC[C@H](O1)c1c(cc3c(c1O)C(=O)c1c(O)cc(O)cc1C3=O)O2,-73,13,-43,-1,-0.9,10,1.1,-196,-99
CCCCCNC(=O)C(c1ccncc1)n1c(=O)c(-c2ccccc2)nc2ccccc21 (stereo not given),-9,-8,/,/,1.4,/,-0.2,13,/
CC(=O)N1C(=O)C2(C(C#N)=C(N)Oc3cc(C)oc(=O)c32)c2ccccc21 (stereo not given),-2,-8,-6,-4,2.6,-8,-0.5,-2,-1
O=C1NC2(CCCCCC2)C(=O)N1Cc1ccc(F)cc1Cl,0,-4,-26,-2,0.5,4,-0.1,-4,-2
Cc1ccc(/C=C2\Oc3c(ccc(O)c3CN3CCN(C)CC3)C2=O)cc1,-8,6,-39,-1,3.4,-6,0.3,-28,5
CCC(C)(C(=O)NC1CCCC1)N(Cc1cccs1)C(=O)c1ccccn1 (stereo not given),-4,0,9,-3,1.4,-4,-0.6,1,8
O=C(CN1CCN(C(=O)c2cccc(S(=O)(=O)N3CCCC3)c2)CC1)Nc1cccc(F)c1,2,-7,5,-3,1.0,-5,0.1,-9,-28
Clc1cccc(CSc2nccn2-c2ccccc2)c1,2,12,2,-9,0.0,-2,0.1,2,1
Cn1c(SCC(=O)O)nnc1-c1cccc(NC(=O)c2cccc3ccccc23)c1,1,11,7,-5,0.3,-4,0.1,-3,-145
Cc1ccc(SCCN2CCC(NC(=O)OCc3ccccc3)CCC2=O)cc1 (stereo not given),-2,-5,3,-12,-0.1,-13,-0.7,-5,2
Cc1ccc(S(=O)(=O)N2CCN(C(=O)C3CCCCC3)CC2)cc1,-3,7,-5,-1,0.4,0,-0.6,-9,3
CC(=O)NC(c1cccc(F)c1)c1nc(-c2cnc3ccccc3c2)cs1 (stereo not given),1,3,-5,-1,0.0,4,-0.1,-10,0
COc1cccc(/C=N/NC(=O)C(=O)N2CCCCCC2)c1O,2,0,-4,-4,2.2,-3,-0.3,4,-18
Cc1csc(Nc2nc(N)c(C(=O)Nc3cc(Cl)ccc3F)o2)n1,2,-6,-10,-3,1.5,-2,0.3,-8,-1
Cc1ccc2nc(N(CCCN(C)C)C(=O)c3sc4ccccc4c3Cl)sc2c1,-5,14,7,-3,0.0,22,0.3,6,25
CCCCN(C)C(=O)c1nc2ccccn2c1CNCCCn1ncc2ccccc21,-2,-7,-8,-3,0.5,-2,0.8,5,7
Cc1ccc2nc(-c3cccc(N)c3)[nH]c2c1,14,-4,-2,-6,-0.1,-11,-3.5,5,19
Cc1ccc(N(CCC(=O)O)S(=O)(=O)c2ccccc2)cc1,5,-4,-2,-10,-1.2,-6,-0.9,1,6

# Grouped by structure: those above with fluorine.
SMILES,MT1-MMP act inh,SKN-1 block,eLon inh,MsrA act,MsrA inh,FAS TE block,Tb MetRS inh,CendR NRP1 mod,MLLE-PAM2 inh
CC(C)(C)NCCCCOc1ccccc1F,0,-4,3,0,1.1,-6,-0.9,-7,-13
O=C(Cc1ncc(C(F)(F)F)cc1Cl)NNc1cccc(F)n1,4,-1,6,-4,-0.3,-9,-0.7,-10,4
COc1ccc(CN2CCCC(CNC(=O)c3ccc(F)cc3)C2)c(C)c1C (stereo not given),0,1,6,-1,-0.1,-8,-0.1,5,-4
Cc1ccc(S(=O)(=O)N2CCN(c3ccc(C(F)(F)F)cc3[N+](=O)[O-])CC2)cc1,-10,5,5,-2,-0.3,30,-0.6,-4,-2
O=C1NC2(CCCCCC2)C(=O)N1Cc1ccc(F)cc1Cl,0,-4,-26,-2,0.5,4,-0.1,-4,-2
O=C(CN1CCN(C(=O)c2cccc(S(=O)(=O)N3CCCC3)c2)CC1)Nc1cccc(F)c1,2,-7,5,-3,1.0,-5,0.1,-9,-28
CC(=O)NC(c1cccc(F)c1)c1nc(-c2cnc3ccccc3c2)cs1 (stereo not given),1,3,-5,-1,0.0,4,-0.1,-10,0
Cc1csc(Nc2nc(N)c(C(=O)Nc3cc(Cl)ccc3F)o2)n1,2,-6,-10,-3,1.5,-2,0.3,-8,-1

# Compounds as they come; 4% or so of the library scored in one or more.
